CDK5 inh: inhibitors of human CDK5/p35 kinase, primary screen, biochemical, single concentration. 330,000 tested, 0.01% active. inhibition, % at 10 µM. AID 488839, 2010. Recombinant CDK5/p35, ADP-Glo luminescence, 60 min. Cyclin-dependent kinase 5 (Homo sapiens) + Cyclin-dependent kinase 5 activator 1 (Homo …;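 active means highest replicate inhibition of at least 50% and at least 75% of replicates reaching 50%; inconclusive means only one of the two criteria met; inactive means both criteria failed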;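 further: plate controls were DMSO neutral control for no effect and GW8510 at 10 µM for full effect; many of its hits are not listed in these tables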
Target sequence (Q00535 whole entry, looked up): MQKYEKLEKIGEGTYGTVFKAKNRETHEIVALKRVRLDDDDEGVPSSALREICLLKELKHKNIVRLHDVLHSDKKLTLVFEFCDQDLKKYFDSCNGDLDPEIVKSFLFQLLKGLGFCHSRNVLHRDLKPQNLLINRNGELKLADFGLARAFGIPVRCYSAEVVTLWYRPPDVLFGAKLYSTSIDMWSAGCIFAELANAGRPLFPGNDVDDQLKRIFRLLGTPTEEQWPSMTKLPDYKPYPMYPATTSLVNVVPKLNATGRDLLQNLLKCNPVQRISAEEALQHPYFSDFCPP
Target sequence (Q15078 whole entry, looked up): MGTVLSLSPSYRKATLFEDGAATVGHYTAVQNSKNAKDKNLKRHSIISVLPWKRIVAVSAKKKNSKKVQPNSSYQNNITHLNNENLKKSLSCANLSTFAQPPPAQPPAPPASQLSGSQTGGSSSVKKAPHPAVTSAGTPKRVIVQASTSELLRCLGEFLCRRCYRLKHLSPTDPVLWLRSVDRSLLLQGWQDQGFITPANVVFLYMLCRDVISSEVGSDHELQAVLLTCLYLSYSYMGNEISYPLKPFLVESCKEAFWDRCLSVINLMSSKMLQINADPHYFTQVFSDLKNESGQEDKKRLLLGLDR
SR-BI HDL uptake: inhibitors of SR-BI mediated HDL lipid uptake, primary screen, ldlA[mSR-BI] cells, fluorescence, single point; 320,000 tested, 0.96% active; ldlA[mSR-BI] CHO cells, DiI-HDL uptake fluorescence, 3 h; inhibition, % at 12.5 µM;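 active means mean replicate inhibition of at least 70% and a set share of replicates each scoring 70 or more; inconclusive means meets just one of the two criteria; inactive means fails both criteria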;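 further: 0% = median of neutral control wells and 100% = median of positive control wells; values of inactives mirror those of a sister screen read the other way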
PvdQ inh: P. aeruginosa PvdQ acylase inhibitors, primary screen, biochemical, fluorescence, plate reader and imaging, single point; purified PvdQ acylase; 340,000 tested, 0.063% active; inhibition, % at 10 µM; PvdQ acylase [Pseudomonas aeruginosa LESB58]; in the data active means inhibition above about 30%, passing the limit was not always enough; inconclusive means no clear call, values can overlap the other calls;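 further: 0% = vehicle neutral wells and 100% = reference inhibitor wells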
HTR5A ag: HTR5A agonists in luminescence cell assay, primary screen, counter-screen for OPRM1-OPRD1 heterodimer agonist project, full-deck HTS. 340,000 tested, 0.61% active. AID 504692, 2011. activation, % at 9.3 µM. cell-based; in the data active means activation mostly above about 9.5%, no sharp cut-off; inactive means mostly below about 7.6%;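 further: 0% = cells with vehicle only and 100% = reference agonist; strong numbers were not always called active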
Target sequence (P47898 whole entry, looked up): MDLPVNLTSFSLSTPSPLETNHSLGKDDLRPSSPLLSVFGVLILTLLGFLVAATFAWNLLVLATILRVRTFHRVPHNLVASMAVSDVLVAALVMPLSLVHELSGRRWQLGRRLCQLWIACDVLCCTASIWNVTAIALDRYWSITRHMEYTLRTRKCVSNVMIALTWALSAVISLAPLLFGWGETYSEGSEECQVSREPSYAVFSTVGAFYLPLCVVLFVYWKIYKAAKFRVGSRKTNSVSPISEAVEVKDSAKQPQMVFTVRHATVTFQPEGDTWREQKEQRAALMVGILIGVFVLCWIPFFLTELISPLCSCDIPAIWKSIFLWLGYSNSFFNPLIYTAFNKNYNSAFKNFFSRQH
MITF act: activators of MITF-driven TRPM1 promoter reporter, primary screen, cell-based, SK-MEL-5, luciferase, single point; SK-MEL-5 TRPM1-promoter luciferase, 24 h; % of positive control, neutral wells = 0; activation, % at 12.5 µM; 300,000 tested, 0.75% active;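 active means mean activation of at least 80% with every replicate also reaching 80%; inconclusive means mean reaches 80% but some replicate falls short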;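 further: 0% = neutral control wells and 100% = parthenolide positive control wells; values of inactives mirror those of a sister screen read the other way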
Wnt bcat act: Wnt/beta-catenin pathway activators, primary screen, cell-based, plate reader, single point. 300,000 tested, 1.2% active. activation, % at 9.35 µM. Wnt/beta-catenin reporter cell assay, activator. AID 743398, 2014; in the data active means activation above about 30%, passing the limit was not always enough; inconclusive means no clear call, values can overlap the other calls;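 further: 0% = neutral control wells and 100% = positive control wells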
cardiac RTF act: cardiac RTF calcium sensitivity activators, primary screen, biochemical, IANBD-TnC fluorescence, EC20 calcium; Troponin I, cardiac muscle (Homo sapiens) + Troponin T, cardiac muscle (Homo sapiens) + …; IANBD-labeled TnC RTF fluorescence at EC20 calcium; 0% EC20 calcium, 100% full calcium; activation, % at 7.2 µM; 340,000 tested, 0.24% active; AID 493008, 2010;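 active means activation above the mean over all tested compounds plus 3 SD, cut at about 30% in these data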;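 further: rise in fluorescence read as greater calcium sensitivity of cardiac thin filaments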
SR-BI uptake up: activators of SR-BI mediated DiI-HDL uptake, primary screen, ldlA[mSR-BI] CHO cells, DiI fluorescence; 3 h; 100 = double the neutral-control signal; AID 504775, 2011; 320,000 tested, 0.096% active; activation, % at 12.5 µM;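 active means mean replicate activation of at least 60% and every replicate at or above 60%; inconclusive means mean or all-replicate condition met, but not both; inactive means mean below 60% and not all replicates reaching 60%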;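 further: 0% = median plate neutral-control signal and 100% = twice that signal; values of inactives mirror those of a sister screen read the other way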
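Assay system: CHO ldlA[mSR-BI] cells, LDL receptor-null, SR-BI overexpressing; medium: Ham's F12 with 0.5% BSA, HEPES 25 mM, pH 7.4; also added: DiI-HDL 10 µg/mL; timing: 3 h uptake period with compound, 37 °C; signal: DiI fluorescence, bottom read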
Rtt109 HAT inh: inhibitors of C. albicans Rtt109/Vps75 HAT, primary screen, biochemical, ThioGlo CoA-SH fluorescence, plate reader; 330,000 tested, 0.16% active; purified Rtt109/Vps75, 4 h; AID 540336, 2011; inhibition, % at 34.9 µM;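 active means inhibition of at least 50% in every replicate; inconclusive means best replicate reaches 50% inhibition but some replicates fall short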
dFosB act: activators of delta FosB homodimer, primary screen, biochemical, fluorescence polarization, TAMRA-CDK5 oligo, single point. purified delta FosB; percent of positive-control signal above neutral wells. activation, % at 25 µM. 340,000 tested, 0.99% active. AID 493131, 2011;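 active means mean activation above about 17%, with every replicate also reaching it, limit read from the data, passing the limit was not always enough; inconclusive means only one of the two conditions met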;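 further: fluorescence polarization rise as delta FosB binds a TAMRA Cdk5 AP-1 oligo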
Active calls of the source: *; ? = inconclusive; . = no result given; & = joins results of further samples.

SMILES	CDK5 inh	SR-BI HDL uptake	PvdQ inh	HTR5A ag	MITF act	Wnt bcat act	cardiac RTF act	SR-BI uptake up	Rtt109 HAT inh	dFosB act
Cc1c(NC(=O)C2(C)CCCCC2)c(=O)n(-c2ccccc2)n1C	-0.4	.	-13	5	5	.	1	.	1	-1
CC(C)[C@H]1COCCS(=O)(=O)N1Cc1ccccc1-c1cccc2c1oc1ccccc12	-1.2	-14	-11	0	-5	-3	3	14	1	-5
CN(C)S(=O)(=O)c1ccc(Cl)c(C(=O)OCC(=O)NC(=O)NC2CCCC2)c1	0.9	0	-17	1	-2	6	0	0	4	-12
Cc1ccc(NS(=O)(=O)c2ccc(C(=O)NCC(c3ccco3)N3CCCCC3)cc2)cc1 (stereo not drawn)	-0.3	-15	-11	2	-4	-2	1	15	18	-7
COc1cccc2cc(-c3csc(NC(=O)CCC(=O)NCCCN4CCC(C)CC4)n3)c(=O)oc12	0.9	.	-1	3	38	21	-1	.	1	-22
CCOc1ccc(-c2nnc(-c3ccncc3)o2)cc1	-8.5	-4	-15	1	23	.	-2	.	3	-16
CCOC(=O)c1c(N)ssc1=S	-0.6	-12	-8	-1	3	.	-4	12	-3	-1
Cn1c(-c2ccc(F)c(F)c2)cc2onc(-c3ccccc3)c2c1=O	-0.7	12	-1	6	116*	64*	0	-12	7	2
COC(=O)[C@@H]1[C@H]2C[C@H]3c4[nH]c5ccccc5c4CCN3C[C@@H]2CC[C@@H]1O	0.1	-1	-8	0	5	0	1	1	5	-4
Cc1cc(=O)oc2cc(NC(=O)C(C)Oc3ccccc3)ccc12 (stereo not drawn)	1.8	-7	-15	-7	15	9	15	7	2	-12
CCC(C)Sc1ccc([C@@H]2[C@@H]3C(=O)N(C)C(=O)[C@@H]3[C@]3(C(=O)OC)CCCCN23)cc1OC (stereo partly drawn)	1.3	-26	1	8	-7	-2	0	26	-12	3
C=CCn1c(SCc2c(C)noc2C)nnc1C1COc2ccccc2O1 (stereo not drawn)	-0.2	-61	-7	2	.	-5	4	?	1	-2
CCOc1ccc(CCN2C(=S)N([C@@H](CC(C)C)CN3CCCC3CN3C(=S)NC[C@@H]3CC(C)C)C[C@@H]2Cc2ccc(O)cc2)cc1 (stereo partly drawn)	0.1	-8	-5	1	-8	-11	-5	8	6	37*
COC1CCN(Cc2cn(Cc3ccccc3)nc2-c2cc3ccccc3o2)CC1	0.9	-6	-6	1	20	0	2	17	11	-6
CCOc1ccc(Cn2c(=O)sc3ccccc32)cc1	-2.9	.	-10	-2	3	5	-4	.	-7	0
O=C(O)C1Cc2ccccc2CN1C(=O)c1ccco1 (stereo not drawn)	-0.6	8	5	3	.	-1	-5	-8	1	3
CC1(C)CC(=O)/C(=C(\O)c2ccccc2)C(=NCCO)C1	0.2	-23	-14	3	.	.	5	23	3	-2
Cc1ccc(Nc2nc(NCCO)nc(N3CCCC3)n2)cc1	0.5	-6	1	0	8	19	-3	6	-5	1
Cn1c(CNc2nc(-c3ccccc3)cs2)nnc1SCC(=O)c1ccccc1	0.7	31	-14	-4	1	-2	-4	-31	3	-8
Cc1ccc(-c2nc(CSCC(=O)Nc3cc(C)on3)c(C)o2)cc1	-0.9	-3	-5	0	.	1	0	3	1	-6
Cc1cc2nc(C)n(CCCNC(=O)Nc3ccc(F)cc3)c2cc1C	4.5	11	-13	-3	8	-4	8	.	-1	-8
CCOC(=O)c1ccc(NC(=S)NCc2ccccc2)cc1	-1.3	-10	5	4	13	-1	-2	10	10	-2
O=C(CSc1ccccc1)NCCc1ccc(F)cc1	-4.1	1	-2	4	.	2	-2	-1	-2	-7
C=C(C)c1cccc(C(C)(C)NC(=O)Nc2ccc(C(C)=O)cc2)c1	-2.1	-17	-11	3	-6	.	9	17	8	-19
Cn1cc(CN2CCCC(C(=O)c3ccc(-c4ccccc4)c(F)c3)C2)cn1 (stereo not drawn)	0.6	-2	-7	1	12	.	1	2	.	6
O=C(Cn1cc(C(=O)C(F)(F)F)c2ccccc21)NCc1ccco1	0.4	-11	1	-5	13	0	3	11	20	2
CCCCCn1c(SCCc2ccccc2)nc2c1c(=O)[nH]c(=O)n2C	-1.4	13	-7	-3	.	.	-4	-13	-3	-5
Cc1ccc(C(=O)O/N=C(\c2ccccc2)c2ccncc2)cc1	0.5	-13	-12	.	-7	1	.	13	-5	-10
CCN(c1cccc(C)c1)S(=O)(=O)c1ccc2c(c1)CCN2C(C)=O	1.3	22	-11	3	-8	-5&-4	-4	-22	-5	-2
CC(C)(C)C(=O)CSc1nnc(Nc2ccccc2)s1	0.7	-5	-12	-7	68	27	-2	5	-2	-7

Complete entries, quoted from the list. Values in the order: CDK5 inh | SR-BI HDL uptake | PvdQ inh | HTR5A ag | MITF act | Wnt bcat act | cardiac RTF act | SR-BI uptake up | Rtt109 HAT inh | dFosB act
`Cn1cc(CN2CCCC(C(=O)c3ccc(-c4ccccc4)c(F)c3)C2)cn1` (stereo not drawn) is entered as 0.6 | -2 | -7 | 1 | 12 | . | 1 | 2 | . | 6
`CC(C)(C)C(=O)CSc1nnc(Nc2ccccc2)s1` is entered as 0.7 | -5 | -12 | -7 | 68 | 27 | -2 | 5 | -2 | -7
`CCCCCn1c(SCCc2ccccc2)nc2c1c(=O)[nH]c(=O)n2C` is entered as -1.4 | 13 | -7 | -3 | . | . | -4 | -13 | -3 | -5
`O=C(Cn1cc(C(=O)C(F)(F)F)c2ccccc21)NCc1ccco1` is entered as 0.4 | -11 | 1 | -5 | 13 | 0 | 3 | 11 | 20 | 2

Later entries
SMILES	CDK5 inh	SR-BI HDL uptake	PvdQ inh	HTR5A ag	MITF act	Wnt bcat act	cardiac RTF act	SR-BI uptake up	Rtt109 HAT inh	dFosB act
CC(C)(C)c1ccc(OCC(O)CN2CCN(C(=O)c3ccccc3)CC2)cc1 (stereo not drawn)	0.6	0	4	1	.	-2	-3	0	-2	-7
COCCCNc1nc2c(c(=O)n(Cc3ccc(OC)cc3)c(=O)n2C)n1C	0.1	16	1	-3	0	-4	-7	-16	1	-1
Cc1cccc(OCC(=O)N(Cc2cccs2)C2CCS(=O)(=O)C2)c1 (stereo not drawn)	-0.6	9	-12	2	-2	.	5	-9	11	-3
Cc1cc(C)n2ncc(/C(N)=N/OC(=O)Nc3ccccc3)c2n1	2.9	-9	10	1	.	-5	-8	9	2	0
Cc1ccccc1NC(=O)CCC(=O)N/N=C/c1c[nH]c2ccccc12	-4.9	41	-14	2	-1	4	-8	-41	-3	-3
COc1ccc(S(=O)(=O)N2CCn3c2nc2ccccc23)cc1	0.4	2	0	.	-3	.	-2	-2	-6	-3
Cc1ccc(NC(=O)NCc2ccc3c(c2)OCO3)cc1C	0.3	1	-16	1	28	-1	-1	-1	.	7
O=C(OCC#CCSc1nnc(-c2ccc(Br)cc2)o1)c1ccco1	0.6	-17	-9	6	.	.	0	17	3	3
Cc1cc2c(c(=O)n1Cc1cccnc1)C(Cc1ccccc1)C(C#N)=C(N)O2 (stereo not drawn)	-0.5	-35	-9	8	-10	-2	-3	35	-6	0
COc1ccc(NC(=O)c2cc(F)c(F)cc2Cl)cc1Cl	0.8	41	-7	4	56	20	7	-41	-6	-3

Taken from above.
Cc1cc(C)n2ncc(/C(N)=N/OC(=O)Nc3ccccc3)c2n1 @ PvdQ inh: 10
Cc1cc2c(c(=O)n1Cc1cccnc1)C(Cc1ccccc1)C(C#N)=C(N)O2 (stereo not drawn) @ CDK5 inh: -0.5

Limited to Rtt109 HAT inh, for some of the entries so far:
| compound | Rtt109 HAT inh |
| --- | --- |
| COC1CCN(Cc2cn(Cc3ccccc3)nc2-c2cc3ccccc3o2)CC1 | 11 |
| CCOc1ccc(Cn2c(=O)sc3ccccc32)cc1 | -7 |
| O=C(O)C1Cc2ccccc2CN1C(=O)c1ccco1 (stereo not drawn) | 1 |
| CC1(C)CC(=O)/C(=C(\O)c2ccccc2)C(=NCCO)C1 | 3 |
| Cc1ccc(Nc2nc(NCCO)nc(N3CCCC3)n2)cc1 | -5 |
| Cn1c(CNc2nc(-c3ccccc3)cs2)nnc1SCC(=O)c1ccccc1 | 3 |
| Cc1ccc(-c2nc(CSCC(=O)Nc3cc(C)on3)c(C)o2)cc1 | 1 |

Later entries
SMILES	CDK5 inh	SR-BI HDL uptake	PvdQ inh	HTR5A ag	MITF act	Wnt bcat act	cardiac RTF act	SR-BI uptake up	Rtt109 HAT inh	dFosB act
CC(=O)[C@H]1CC[C@H]2[C@@H]3CC=C4C[C@@H](OS(=O)(=O)O)CC[C@]4(C)[C@H]3CC[C@]12C	-1.7	0	-7	7	18	0	3	0	10	-16
CCOc1ccc(C(=O)Nc2cc(Cl)ccc2-n2cncn2)cc1OC	0.7	49	-15	4	-20	-4	3	-49	6	-3
Cc1ccc(CNC(=O)CSc2nnc3c(n2)[nH]c2ccc(F)cc23)cc1	0.4	-4	-10	0	6	-1	-2	4	-6	8
CCN(CC)S(=O)(=O)c1ccc(C(=O)NCCOC(=O)c2ccc(F)cc2F)cc1	-0.4	.	-13	-1	-5	0	1	.	10	-6
CCOC(=O)C1(CC2CCCCO2)CCN(Cc2nc3ccccc3nc2C)CC1 (stereo not drawn)	-1.2	-4	-14	.	-6	-2	.	4	4	-6
CCN1CCN(Cc2ccc(NC(=O)c3ccc(C)c(NC(=O)C[C@@H]4NC(=O)[C@H](Cc5ccccc5)NC4=O)c3)cc2C(F)(F)F)CC1	0.8	19	7	-3	-3	-3&-2	0	-19	-2	-1

Screens: PubChem BioAssay, several laboratories
